# Compound activity from PubChem.
# D2 antagonist: HTS Assay for Allosteric Antagonists of the Human D2 Dopamine Receptor: Primary Screen for Antagonists; 340,000 compounds, 2% hits; inhibition, % at 10 µM; HEK293 TREx D2 cells, calcium flux, dopamine EC80; D(2) dopamine receptor (Homo sapiens), P14416; AID 485344, 2010; in the data active = inhibition above about 30%; note: 0% is about no effect
#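 Read-out: kinetic calcium fluorescence (1 cycle/s) in inducible HEK293 T-REx D2 cells after an EC80 dopamine addition that followed 180 s compound preincubation. Loss of the dopamine response indicates antagonism.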
# Vif-A3G inh: qHTS for Inhibitors of Vif-A3G Interactions: qHTS | DNA dC->dU-editing enzyme APOBEC-3G (Homo sapiens), Q9HC16 | HeLa A3G-eYFP + Vif (tagged APOBEC3G with the HIV-1 protein that degrades it), YFP fluorescence, overnight | Potency, µM (top dose mostly 46.1 µM), for the others: at the highest dose activity, negative = active, hits mostly inhibitors | 410,000 compounds, 0.076% hits | AID 602310, 2012;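 note: potency is the fitted concentration of half-maximal effect; % is set by controls: 0 for no effect and ±100 for the full control effect; nearly all actives have a fitted effect of over 60% in size; hits raise eYFP signal because A3G escapes Vif-driven loss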
# Target sequence (Q9HC16 whole entry, looked up): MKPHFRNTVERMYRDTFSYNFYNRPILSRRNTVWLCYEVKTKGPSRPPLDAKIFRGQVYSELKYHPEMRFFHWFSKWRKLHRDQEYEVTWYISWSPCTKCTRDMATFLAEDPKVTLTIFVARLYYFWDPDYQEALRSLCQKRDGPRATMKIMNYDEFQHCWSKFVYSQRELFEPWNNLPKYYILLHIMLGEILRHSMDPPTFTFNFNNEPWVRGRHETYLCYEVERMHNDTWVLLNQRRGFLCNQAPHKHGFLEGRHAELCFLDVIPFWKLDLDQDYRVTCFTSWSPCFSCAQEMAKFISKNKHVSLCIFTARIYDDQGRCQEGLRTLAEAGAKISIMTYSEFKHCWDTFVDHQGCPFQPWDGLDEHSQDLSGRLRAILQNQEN
#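 Read-out is eYFP fluorescence (Ex 488/Em 500-530) from Vif-expressing HeLa A3G-eYFP cells; more signal means A3G escaped Vif-mediated degradation. Cells plated overnight, compound pinned in, incubated overnight at 37 deg C.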
# Glioma ERSR ind: qHTS for Inducers of the Endoplasmic Reticulum Stress Response (ERSR) in Human Glioma: qHTS; U87-MG GRP78 promoter luciferase reporter, 16 h; 420,000 compounds, 0.02% hits; Potency, µM, without a hit: top-dose activation, actives largely listed as activators; note: potency is the fitted concentration of half-maximal effect; series mostly up to about 76 µM; % of control where 0% means no effect; nearly all actives have a fitted effect of over 35% in size
#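 ERSR induction read as luciferase luminescence (Bright-Glo, 10 min at room temperature) in stably transfected human U87-MG glioma cells exposed to compounds for 16 h, using GRP78 as sensor.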
# ERG-DNA inh: qHTS for Small Molecule Inhibitors of the ERG Ets/DNA interaction; Transcriptional regulator ERG (Homo sapiens), P11308; fluorescence polarization, His-ERG Ets domain / labelled DNA; Potency, µM (series often up to 76.9 µM), inactives show at the top dose FP activity, negative = inhibition, most hits filed as inhibitors; 370,000 compounds, 0.028% hits; AID 624246, 2012; active = well fitted inhibition curve with a large enough effect in the polarisation, with a control signal flat; inconclusive = small, poorly fitted or top-dose-only effect, or effect the other way, or a change in a side signal; inactive = no such curve, though single readings can be large or run the other way; the % refers to the polarisation;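 note: polarization taken with two DNA probes labelled with fluorescein and Texas red; potency is the fitted concentration of half-maximal effect; % of control where 0% means no effect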
# Target sequence (P11308 whole entry, looked up, the tested form may be a part): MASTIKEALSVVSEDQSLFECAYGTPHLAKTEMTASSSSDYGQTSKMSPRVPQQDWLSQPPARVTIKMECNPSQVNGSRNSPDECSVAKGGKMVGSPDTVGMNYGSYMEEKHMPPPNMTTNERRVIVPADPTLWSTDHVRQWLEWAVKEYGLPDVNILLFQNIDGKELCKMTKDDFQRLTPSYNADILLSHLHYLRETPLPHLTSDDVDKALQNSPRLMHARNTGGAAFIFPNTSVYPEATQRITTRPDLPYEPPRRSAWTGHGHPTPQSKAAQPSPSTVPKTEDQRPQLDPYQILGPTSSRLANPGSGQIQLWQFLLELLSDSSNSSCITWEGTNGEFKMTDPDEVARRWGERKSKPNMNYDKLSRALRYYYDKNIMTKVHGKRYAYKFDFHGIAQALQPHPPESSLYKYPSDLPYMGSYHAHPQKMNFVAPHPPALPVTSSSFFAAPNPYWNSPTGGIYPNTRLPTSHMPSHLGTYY
#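 His-tagged ERG Ets domain (1 uM in the protein solution; 300mM KCl, 50mM Tris-HCl, 1mM EDTA, 1mM DTT, pH 7.5) received compound, then a probe mix of 5 nM fluorescein-DNA and 100nM Texas-615-DNA. Fluorescence polarization was read for both dyes.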
# ALOX12 inh: Primary qHTS assay for inhibitors of human arachidonate 12S-lipoxygenase (ALOX12): Round 2; Polyunsaturated fatty acid lipoxygenase ALOX12 (Homo sapiens), P18054; purified 12hLO, xylenol orange hydroperoxide absorbance; Potency, µM (series often up to 108 µM), without a hit: top-dose activity change, negative = inhibition, most hits filed as inhibitors; 580,000 compounds, 1.1% hits; AID 1671190, 2021; note: potency is the fitted concentration of half-maximal effect; % is set by controls: 0 for no effect and ±100 for the full control effect
#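 Hydroperoxide product was detected by ferrous iron/xylenol orange as the 573 to 405 nm absorbance ratio. Arachidonic acid at 40 uM (final) was turned over for 30 min at room temperature by 150 nM human 12hLO, pH 7.0 Hepes buffer, after 15 min compound preincubation.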
# LDHA block: qHTS assay for inhibitors of human lactate dehydrogenase; L-lactate dehydrogenase A chain (Homo sapiens), P00338; purified LDHA, NADH/diaphorase-resazurin fluorescence; stronger effect = lower value; activity change, % (values are at about 110 or 230 µM); 480,000 compounds, 0.15% hits; AID 1347041, 2019; in the data active = activity change below about -30%; inconclusive = mostly about -25% to -30%;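 note: plate controls were DMSO wells for no effect and wells without enzyme for full effect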
#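 Enzyme activity of human lactate dehydrogenase 5 (2 nM; 0.06 mM NADH, 0.2 mM pyruvate, 5 min, RT) is measured via a resazurin/diaphorase fluorescence readout of residual NADH.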
# RGS4 inh: Inhibitors of Regulator of G Protein Signaling (RGS) 4: qHTS; Regulator of G-protein signaling 4 (Homo sapiens), P49798; Potency, µM (titrated, usually from 114 µM), for inactives: top-dose activity change, negative = inhibition, actives largely listed as inhibitors; 390,000 compounds, 0.039% hits; Transcreener GDP fluorescence polarization, RGS4-accelerated GTP hydrolysis; note: potency is the fitted concentration of half-maximal effect; % is set by controls: 0 for no effect and ±100 for the full control effect; nearly all actives have a fitted effect of over 75% in size; some results filed as inactive show a strong effect at the top dose
# Target sequence (P49798 whole entry, looked up): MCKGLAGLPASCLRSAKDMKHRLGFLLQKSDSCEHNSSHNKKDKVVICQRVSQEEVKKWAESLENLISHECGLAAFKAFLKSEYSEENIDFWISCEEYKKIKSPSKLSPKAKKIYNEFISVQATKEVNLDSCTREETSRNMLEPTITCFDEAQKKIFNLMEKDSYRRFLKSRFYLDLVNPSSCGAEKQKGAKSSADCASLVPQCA
#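 MLSMR compounds (23 nl, pin-transferred) preincubated 10 min at room temperature with a 500nM (2x) first reagent, then RGS4 at 900nM (2x) plus Transcreener GDP mix added; fluorescence polarization (620/688 nm) read before and after 90 min at 30 °C.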
# Vif-A3F inh: qHTS for Inhibitors of Vif-A3F Interactions: qHTS. HeLa A3F-eYFP + Vif (tagged APOBEC3F with the HIV-1 protein that degrades it), YFP fluorescence increase. Potency, µM (series often up to 46.1 µM), inactives show at the top dose activity, negative = active. 390,000 compounds, 0.2% hits; note: potency is the fitted concentration of half-maximal effect; % of control where 0% means no effect; nearly all actives have a fitted effect of over 65% in size
#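 HeLa cells stably expressing Vif plus C-terminally eYFP-tagged A3F were seeded, incubated overnight at 37 deg C, dosed with compound, incubated overnight again at 37 deg C. Yellow fluorescence (Ex 488/Em 500-530) reported blocked Vif-mediated A3F-eYFP degradation.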
# D2 ag: HTS Assay for Allosteric Agonists of the Human D2 Dopamine Receptor: Primary Screen for Agonists; D(2) dopamine receptor (Homo sapiens), P14416; AID 485358, 2010; 340,000 compounds, 0.53% hits; HEK293 T-REx D2 cells, calcium flux agonist mode; activation, % at 2 µM;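 active = activation over 3 SD above normal in the single-dose calcium agonist read, cut at about 30% in these data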; note: 0% is about no effect
#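 Tetracycline-induced HEK293 T-REx cells with force-coupled D2 receptor, plated overnight at 30 C, loaded with no-wash calcium dye. After a 10 s baseline, compound was pin-added and calcium flux read kinetically for 180 s; calcium rises flagged agonists.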
# An asterisk follows results filed as active; ? = inconclusive; . = no result given; & = joins results of further samples; [ ] = another dose, or the depositor's remark. Unless noted, calls come from the whole dose curve; as a rule, active = well fitted curve in the direction sought with a large enough effect; inconclusive = small, poorly fitted or top-dose-only effect, or another doubt; inactive = no such curve, though single readings can be large; an effect the other way counts as inactive or inconclusive. Not all compounds are listed; count on the stated rates, not on these rows.
molecule	ERG-DNA inh	LDHA block	Glioma ERSR ind	Vif-A3G inh	D2 antagonist	D2 ag	RGS4 inh	Vif-A3F inh	ALOX12 inh
COc1cc2[nH]c(C(=O)Nc3ccc4c(c3)OCCO4)cc2c(OC)c1OC	-5%	-1&-1	-3%	1%	.	.	-26%	3%	-6%&32%
COC(=O)c1sc2ccccc2c1NC(=O)c1ccc(S(=O)(=O)N2CC(C)CC(C)C2)cc1 (stereo not given)	12%	1	-5%	5%	-6	1.0	-19%	2%	-1%
Cc1ccccc1C(=O)NCCn1cc(SCC(=O)NCC2CCCO2)c2ccccc21 (stereo not given)	2%	-3	1%	-2%	0	0.0	10%	0%	-10%
CCOC(=O)c1ccc(NC(=O)C2=C(C)C(=O)OC23CCN(C(C)=O)CC3)cc1	3%	-6	-3%	-2%	.	2.3	15%	9%	-9%
O=C(c1cccc(Cl)c1)N(Cc1cccc(F)c1)C1CCS(=O)(=O)C1 (stereo not given)	5%	-7	-3%	-3%	.	-0.2	2%	1%	2%
C#CCOCCOCCOCCNc1nc(N2CCN(C(=O)C([C@@H](C)CC)n3cc(C(N)COC(=O)C(F)(F)F)nn3)CC2)nc(N2CCN(C(=O)[C@H](CCCCN)n3cc(C(N)[C@H](C)CC)nn3)CC2)n1 (stereo not given in full)	-2%	0	-4%	1%	.	.	-33%	6%	.
COC(=O)c1[nH]c2ccccc2c1NC(=O)CN1CCN(C/C=C/c2ccccc2)CC1	.	-5	-4%	0%	11	8.8	4%	0%	-26%
CCOC(=O)C1(CCc2ccccc2)CCN(C(=O)c2cc(C)nc(C)n2)CC1	-14%[15.4 µM]	4	2%	-3%	9	-0.8	-21%	-14%	6%
COC(=O)c1ccc(-c2cc3onc(-c4ccccc4)c3c(=O)n2C)cc1	9%	-3	-4%	-1%	.	.	-15%	-6%	1%
CCOC(=O)c1c(-c2ccc(OC)cc2)oc2ccc(OCc3ccc(Br)cc3)cc12	-6%	-4	-2%	7%	.	3.9	-11%	1%	-14%
Cc1ccc(N=Nc2ccc(O)c3ncccc23)cc1C	-2%	6	2%	-5%	-2	-0.2	-13%	8%	?
CC(=O)NS(=O)(=O)c1ccc(NC(=O)CSc2ccc(C)cc2)cc1	-1%	0	1%	-10%	-2	1.8	-14%	12%	?
CCn1cc(C(=O)O)c(=O)c2cc(Br)ccc21	-2%	9	-4%	-8%	5	-1.5	7%	-8%	?
O=C(Nc1ccc(Cl)cc1)c1cc2nc(-c3ccc4c(c3)OCO4)cc(C(F)(F)F)n2n1	-1%	-5	-2%	-3%	.	0.7	16%	-1%	-18%
CCOc1ccc(/C(O)=C2/C(=O)C(=O)N(c3cc(C)on3)C2c2ccc(C(=O)OC)cc2)cc1 (stereo not given)	0%	3	-2%	-10%	-9	-1.3	28%	9%	?
COc1ccc2nc(NC(=O)C3CC(=O)N(c4ccccc4)C3)sc2c1 (stereo not given)	15%	-7	-5%	-1%	31*	-0.3	-7%	-7%	-21%
CCn1ncc(CN2CCC(C(=O)Nc3cccc(-c4cccc(F)c4)c3)CC2)c1C	7%	1	-5%	-3%	-12	1.6	15%	10%	-11%
Cc1noc(C)c1S(=O)(=O)N1CCCC(C(=O)Nc2nccs2)C1 (stereo not given)	-3%	-2	-1%	3%	0	-0.1	14%	2%	22%[57.4 µM]
O=C(N/N=C/c1cc(Br)cs1)c1ccc2c(c1)OCCO2	3%	-5	-8%	?	-9	-0.7	-24%	-4%	-54%
COc1cc(CN2CC(=O)N(c3ccc(C)cc3)C2=S)cc(OC)c1OC	.	1	-2%	1%	1	-2.6	-5%	0%	-5%
N#Cc1nc(/C=C/c2ccc(F)cc2)oc1N1CCN(c2ccccc2)CC1	1%	-7&0	-2%	1%	.	5.4	8%	-7%	1%&0%
CC(=O)c1ccc(NC(=O)c2nc(-c3ccc(C)cc3)n3c2CCCCC3)cc1	3%	-7	1%	-25%	.	0.6	-16%	6%	-4%
CCn1c(SCC(=O)N/N=C/c2ccc(OC)c(OC)c2)nc2ccccc21	-2%	-2	-3%	0%	-1	0.4	-15%	8%	18%
Cc1ccccc1NC(=O)Cc1nc(COC(=O)c2ccc(Cl)nc2)cs1	21%	-4	-6%	1%	.	.	8%	6%	7%

# The final 3 entries of the section above come first, to join the parts.
molecule	ERG-DNA inh	LDHA block	Glioma ERSR ind	Vif-A3G inh	D2 antagonist	D2 ag	RGS4 inh	Vif-A3F inh	ALOX12 inh
CC(=O)c1ccc(NC(=O)c2nc(-c3ccc(C)cc3)n3c2CCCCC3)cc1	3%	-7	1%	-25%	.	0.6	-16%	6%	-4%
CCn1c(SCC(=O)N/N=C/c2ccc(OC)c(OC)c2)nc2ccccc21	-2%	-2	-3%	0%	-1	0.4	-15%	8%	18%
Cc1ccccc1NC(=O)Cc1nc(COC(=O)c2ccc(Cl)nc2)cs1	21%	-4	-6%	1%	.	.	8%	6%	7%
CCOC(=O)c1sc(NC(=O)/C=C/c2c(F)cccc2Cl)nc1C	-2%	-2	-3%	-7%	18	0.2	-31%	-11%	-11%
Clc1ccc(SCc2cc(Cl)nc(-c3ccccc3)n2)cc1	.	0	-1%	0%	.	.	-18%	-15%	0%
CCCn1c(=S)[nH]c2cc(C(=O)N3CCc4ccccc4C3)ccc2c1=O	11%	-4	-4%	5%	8	0.4	-18%	15%	-1%
CC(C)C(c1nnnn1C1CCCC1)N1CCN(C(=O)c2ccco2)CC1 (stereo not given)	.	-5	-2%	-6%	-12	0.4	-1%	-8%	7%[57.4 µM]
COc1ccc(CNC(=O)c2ccc3ccccc3n2)cc1OC	-16%	0	-8%	2%	6	1.1	-13%	7%	-20%
Fc1ccc(-n2ncc3c(N4CCCCCC4)ncnc32)cc1	0%	-9	-8%	-1%	.	0.1	14%	0%	-1%
Cc1cc(N2CCCCC2)nc(N2CCOCC2)n1	2%	-3	-3%	1%	-9	-0.2	-13%	-4%	0%
O=C(CSc1nccc(=O)[nH]1)NCc1ccc2c(c1)OCO2	-6%	-9	-2%	1%	1	0.2	-10%	0%	-18%

# Part of the list above in order of molar mass, ascending:
molecule	ERG-DNA inh	LDHA block	Glioma ERSR ind	Vif-A3G inh	D2 antagonist	D2 ag	RGS4 inh	Vif-A3F inh	ALOX12 inh
CCOC(=O)c1sc(NC(=O)/C=C/c2c(F)cccc2Cl)nc1C	-2%	-2	-3%	-7%	18	0.2	-31%	-11%	-11%
CC(C)C(c1nnnn1C1CCCC1)N1CCN(C(=O)c2ccco2)CC1 (stereo not given)	.	-5	-2%	-6%	-12	0.4	-1%	-8%	7%[57.4 µM]
CCn1c(SCC(=O)N/N=C/c2ccc(OC)c(OC)c2)nc2ccccc21	-2%	-2	-3%	0%	-1	0.4	-15%	8%	18%

# New compounds follow.
molecule	ERG-DNA inh	LDHA block	Glioma ERSR ind	Vif-A3G inh	D2 antagonist	D2 ag	RGS4 inh	Vif-A3F inh	ALOX12 inh
COc1ccc(NS(=O)(=O)c2cc(C(=O)N3CCN(C(C)=O)CC3)ccc2Cl)cc1	1%	-7	-1%	-3%	-20	-1.6	-1%	0%	-12%
CC(=NNC(=O)CSc1nc2ccccc2o1)c1ccco1	-5%	-7	3%	-1%	.	.	-34%	-2%	7%
CN1CCN(C(=O)/C=C\C(=O)O)CC1	5%	-8	-3%	0%	5	0.2	15%	-16%	7%
CCOc1ccc(-c2cc(CCCC(=O)NCCc3ccc(OC)c(OC)c3)no2)cc1	-2%	2	-8%	-3%	.	.	-6%	0%	0%
NC(=O)[C@H]1CC2(CC(c3cccc(NC(=O)[C@H]4CCC(=O)N4)c3)=NO2)CN1C(=O)CC(c1ccccc1)c1ccccc1 (stereo not given in full)	-7%	-10	-2%	3%	16	0.4	12%	1%	-21%
O=C(CSCc1cnn(-c2ccccc2)c1-n1cccc1)NCC1CCCO1 (stereo not given)	5%	-3	-5%	-3%	.	.	-3%	?	14%
Cc1csc(=O)n1CCC(=O)O	0%	-6	-3%	1%	-12	0.7	43%	7%	0%
Cc1cc(O)c(C2(C(F)(F)F)NCCNC2=O)cc1C (stereo not given)	0%	0	-4%	-5%	9	0.3	-2%	-13%	-1%
O=C(Nc1ccc(Cl)cc1)c1cc(-c2cccs2)on1	-4%	-6	6%	3%	-26	0.9	-3%	1%	?
Cc1cc(C(=O)CN2c3cccc4cccc(c34)S2(=O)=O)c(C)n1C	-5%	-1	-4%	?	-7	-0.4	20%	0%	?
O=C1CN(C(=O)CCCc2c[nH]c3ccccc23)c2ccccc2N1	1%	0	-1%	-2%	5	0.0	-22%	4%	0%
